Screening data: PubChem BioAssay, Broad Institute
ARNT TACC3 PPI: ARNT/TACC3 interaction disruption; Q9Y6A5; AlphaScreen His-ARNT PAS-B/GST-TACC3 binding, luminescence; TACC3 fragment carries E629A point mutation; inhibition, % at 9.99 µM; 0.66% of 390,000 active; AID 623870;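 active = mean inhibition of replicates at least 50% and at least half of replicates each reaching 50%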;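 note: 0% = complete ARNT plus TACC3 wells and 100% = ARNT alone without TACC3; many hits fall short of the cut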
INS-1E GSIS act: GLuc luminescence reporter in INS-1E cells, primary screen for activators of glucose-dependent secretion of insulin. INS-1E GLuc reporter insulin secretion, 2-3 h. activation, % at 16.6 µM. 0.61% of 370,000 active;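 active = lowest replicate activation of at least 40%, so every replicate reaches that level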;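 note: 0% = median of neutral control wells and 100% = median of IBMX positive control wells; some compounds called inactive have numbers as strong as hits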
F508del corr: correctors of CFTR F508del function in bronchial epithelial cells | CFBE cells, YFP halide quenching; stimulated with forskolin plus potentiator P3; % fluorescence drop versus neutral controls | activity (quench increase), % at 7.58 µM | 0.36% of 350,000 active | AID 720511;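 active = mean added fluorescence quench of at least 8% versus neutral control, with both replicates also reaching 8%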;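 note: cells transiently co-express mutant CFTR-F508del with the halide-sensitive YFP; corrector assay measuring rescue of mutant channel to the surface after 24 h compound exposure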
RAD54 branch: blocks human RAD54 Holliday junction branch migration | FAM/BHQ fluorescence | inhibition, % at 10.4 µM | 0.14% of 360,000 active | AID 602329;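 active = mean normalized replicate activity at least 40 and at least half of replicates scoring 40 or more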;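 note: 0% = median of neutral control wells and 100% = median of positive control wells; inhibitors cause a drop in the FAM fluorescence signal; in these data hits start at about 50%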
Target sequence (Q92698 whole entry, looked up): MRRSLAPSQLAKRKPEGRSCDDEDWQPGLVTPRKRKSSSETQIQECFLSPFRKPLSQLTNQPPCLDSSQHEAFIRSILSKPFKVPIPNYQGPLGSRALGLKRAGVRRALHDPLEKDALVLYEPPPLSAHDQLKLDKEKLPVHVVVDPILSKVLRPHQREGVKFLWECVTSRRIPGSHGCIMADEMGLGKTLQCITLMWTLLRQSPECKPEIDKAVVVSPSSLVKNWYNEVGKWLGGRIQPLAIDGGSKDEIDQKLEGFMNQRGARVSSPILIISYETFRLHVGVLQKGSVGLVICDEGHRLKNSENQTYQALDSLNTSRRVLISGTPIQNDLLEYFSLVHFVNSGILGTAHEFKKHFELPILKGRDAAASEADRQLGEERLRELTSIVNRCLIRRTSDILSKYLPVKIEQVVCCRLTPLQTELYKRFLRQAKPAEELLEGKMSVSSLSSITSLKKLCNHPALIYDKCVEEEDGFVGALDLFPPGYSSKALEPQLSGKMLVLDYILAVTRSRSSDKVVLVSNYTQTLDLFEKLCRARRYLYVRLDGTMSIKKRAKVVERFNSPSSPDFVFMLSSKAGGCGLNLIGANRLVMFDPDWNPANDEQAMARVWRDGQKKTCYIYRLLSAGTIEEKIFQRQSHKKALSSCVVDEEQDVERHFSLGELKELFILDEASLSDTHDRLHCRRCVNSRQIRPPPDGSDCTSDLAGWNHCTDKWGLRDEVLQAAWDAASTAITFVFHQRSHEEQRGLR
ERAP1 HTS inh: inhibitors of human ERAP1 aminopeptidase; Q9NZ08; recombinant ERAP1, Leu-AMC fluorescence, 60 min; inhibition, % at 10.7 µM; 0.15% of 340,000 active; AID 652197;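 active = mean replicate inhibition of at least 30%, or all replicates individually reaching that 30% level; inactive = mean below 30% and not every replicate reaching it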;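 note: 0% = neutral control wells and 100% = L-leucinethiol positive control wells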
RAD52 anneal inh: blocks human RAD52 DNA annealing; AID 651710; inhibition, % at 18.7 µM; recombinant RAD52 DNA annealing, FRET fluorescence; 0.46% of 360,000 active; P43351;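 active = every replicate showing at least 50% inhibition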
esBAF inh: SWI/SNF esBAF complex inhibition | AID 602393 | mouse ES cells, Bmi1-luciferase knock-in reporter, 24 h; 100% = twice the neutral-well signal | reporter increase, % at 12.5 µM | 2% of 350,000 active; in the data active = activation above about 40%;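 note: 0% = median of the plate's neutral control wells and 100% = double that signal; a rise in the Bmi1 reporter signal indicates esBAF inhibition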
Xi reactivation: X-chromosome reactivation activator. activation, % at 7.58 µM. 0.055% of 360,000 active. XiGFP mouse fibroblasts, % GFP-positive cells imaging, 3 d; cells co-treated with 5-aza-dC sensitizer; scaled so ellipticine positive control = 100%. AID 743238;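 active = mean normalized replicate activation at least 10% and every replicate at or above 10%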;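 note: 0% = median of on-plate neutral control wells and 100% = ellipticine 6 µM median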
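Material: SV40-immortalized XiGFP fibroblast cells, line 68-5-11 | Buffer or medium: DMEM containing 5-aza-dC | Dosing: One concentration, pinned | Times: 3 d treatment, 15 min room-temperature fixation | Controls: Ellipticine 6 µM positive control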
* hit, by the source's call; nt = no result given; & = joins results of further samples. Outcome played no part in choosing rows, and some 3.3% of all compounds hit somewhere here.

Sequence of screens – ARNT TACC3 PPI, INS-1E GSIS act, F508del corr, RAD54 branch, ERAP1 HTS inh, RAD52 anneal inh, esBAF inh, Xi reactivation
C[C@H](CO)N1C[C@H](C)[C@@H](CN(C)C(=O)c2ccc3c(c2)OCO3)Oc2cc(/C=C/c3ccccc3)ccc2S1(=O)=O
 : -1&5, -12&-15, 7.1&-0.3&-3.9, -9&-1&8, -2&4&4, -8&-6&-2, -2&6&-3, 0.0&0.2
CNS(=O)(=O)c1ccc(NC(=O)c2cnn3c(C(F)F)cc(-c4ccccc4)nc23)cc1
 : -7, -1, -4.7, 5, 0, -8, 3, 0.0
O=C(C1CCCCC1)N1CC2(C1)[C@@H](c1ccccc1)[C@H](CO)N2Cc1nccs1
 : nt, 0, 3.1, nt, -2, -15, nt, 0.1
COc1ccc(NC(=O)c2ccc(N3CCCC3=O)cc2)cc1Cl
 : 0, 8, -1.7, 3, -3, -7, 31, 0.3
CCc1c(Nc2ccccc2Cl)nc(N)[nH]c1=O
 : 1, -18, 1.1, -8, -4, -12, -15, 0.0
O=C1CCc2cc(NS(=O)(=O)c3cc(F)ccc3F)cc3c2N1CC3
 : 3, 8, 2.4, 6, 3, -1, -5, 0.1
CCOC(=O)CC1(NC(=O)C2CCC(=O)N(C3CC3)C2)CCCCC1 (configuration not stated)
 : 7, 0, 1.5, nt, -5, -7, 6, 0.1
O=C(c1ccccc1Cc1ccccc1)N1CCN(S(=O)(=O)c2ccccc2[N+](=O)[O-])CC1
 : 3, -30, -0.2, -2, 2, -9, -3, 0.0
C[C@H](CO)N1C[C@H](C)[C@H](CN(C)S(=O)(=O)c2cccs2)OCCCC[C@H](C)Oc2ccc(N(C)C)cc2C1=O
 : nt, -4, 1.8, nt, nt, nt, 3, -1.2
CN(CCC#N)C(=O)COC(=O)c1ccc(Cl)cc1O
 : 16, 2, 3.7, 1, -1, 3, -2, 0.0
O=C(O)CSc1ncnc2scc(-c3ccccc3)c12
 : -5, 11, -0.3, 2, 2, -13, 2, 0.5
CN(CC(=O)Nc1cccc(F)c1)C(=O)CN1C(=O)NC2(CCCC2)C1=O
 : -6, -14, -1.5, 1, -2, -7, -5, 0.0
CC(Sc1nnc(C2CC2)n1N)C(=O)NC1CCCCC1C (configuration not stated)
 : -9, -4, -0.8, -1, -2, 3, -9, 0.0
O=C(c1ccc2[nH]c(=O)c(=O)[nH]c2c1)N1CCc2ccccc21
 : -6, 28, -0.9, 3, -1, -7, -9, 0.0
O=C(O)c1ccccc1/C=N/Nc1ccc(S(=O)(=O)N2CCCC2)cc1[N+](=O)[O-]
 : -48, -8, -1.1, 4, -1, -6, -12, 0.1
Cc1cccc(NC2=C(Cl)C(=O)OC2OC(=O)c2ccco2)c1 (configuration not stated)
 : -4, -7, -3.2, nt, -6, -6, nt, 0.0
O=C(C[C@@H]1C=C[C@@H](NC(=O)Nc2ccc(F)cc2)[C@@H](CO)O1)NCc1cccc(F)c1
 : -3, 7, 4.8, -5, 0, 4, 0, -0.3
CN1CCN(C(=O)C[C@@H]2CC[C@@H]3[C@H](COC[C@@H](O)CN3CC3CCCC3)O2)CC1
 : nt, 11, -0.8, nt, 0, 5, nt, 0.1
CON(C)S(=O)(=O)c1cccc(C(=O)NC2CCSc3ccccc32)c1 (configuration not stated)
 : 1, 7, -0.8, 0, 2, -35, 8, 0.0
Cc1cc(C)cc(OCC(=O)NN2C(=O)c3ccccc3C2=O)c1
 : 21, -8, nt, nt, -2, -14, nt, 0.1
O=S(=O)(c1ccccc1F)N1CCCCN2[C@H](CO)[C@@H](c3ccc(-c4cccnc4)cc3)[C@H]2C1
 : 5, 9, 2.2, -2, -1, -16, nt, 0.1
COc1cc(S(=O)(=O)NC(Cc2c[nH]c3ccccc23)C(=O)O)ccc1NC(C)=O (configuration not stated)
 : nt, -2, 0.8, -3, -3, -15, -12, -0.1
Cc1ccc(CNC(=O)CSc2nc3ccsc3c(=O)n2Cc2ccc(C(=O)O)cc2)cc1
 : -3, -12, -0.5, nt, -30, -6, nt, 0.0
O=C(C[C@@H]1C[C@H]2c3cc(NC(=O)c4ccc5c(c4)OCO5)ccc3O[C@H]2[C@H](CO)O1)NCC1CC1
 : 0, -17, -2.7, 14, 1, -7, 21, -0.1
CNC(=O)C[C@@H]1CC[C@H]2[C@H](COc3ccc(NC(=O)Nc4ccccc4F)cc3C(=O)N2C)O1
 : -4, -1, 1.2, -3, 0, 21, -3, 0.2
COCCCNc1c2c(nc3ccccc13)CCC2
 : nt, nt, 0.4, 8, 2, -15, -7, 0.2
COc1ccc(Cn2c(=O)cc(C)[nH]c2=S)cc1
 : -3, 15, 0.1, -10, 1, -8, -1, -0.2
O=C(CCCN1C(=O)/C(=C/c2cccc(Br)c2)SC1=S)N1CCOCC1
 : -4, 20, -2.2, -1, 2, -10, nt, 0.4
CO[C@@H]1CN(C)C(=O)c2ccc(NS(=O)(=O)c3ccc(F)cc3)cc2OC[C@@H](C)N(C(=O)NC(C)C)C[C@H]1C
 : -8, 1, 1.2, 1, 0, -7, 4, 0.0
COc1ccc(NC(=O)C2CC(=O)N(c3ccc(C)cc3)C2)cc1S(=O)(=O)N1CCCCC1 (configuration not stated)
 : nt, -2, 1.9, 16, 0, -47, -4, 0.1
Cc1ccc(NC(=O)CSc2nsc(SCC(=O)Nc3ccc(C)cc3C)c2C#N)c(C)c1
 : nt, -8, -2.5, nt, 10, -6, nt, 0.0
CN(C)c1nc(N(C)C)nc(N2CC(CCl)OC2=N)n1 (configuration not stated)
 : -7, 8, 0.8, nt, 3, -9, nt, 0.0
O=C(N/N=C/c1cccnc1)c1cc(-c2cccs2)nc2ccccc12
 : -3, 8, nt, 8, nt, nt, 4, 0.1
O=C(O)c1ccc(CNC(=O)c2ccccc2NC(=O)c2cccc([N+](=O)[O-])c2)cc1
 : -6, -1, -1.1, nt, -29, 0, 2, 0.0
O=C(Nc1ccc(F)cc1)N1CCCCN2[C@@H](CO)[C@H](c3ccc(-c4ccccc4F)cc3)[C@@H]2C1
 : 6, nt, -1.0, 1, 2, 20, nt, nt
CCOc1cc(CNn2cnnc2SCC(=O)NC(C)(C)C)ccc1OCC(=O)NC(C)(C)C
 : 1, 3, -3.1, -10, 11, -17, -7, 0.0
Cc1ccc(S(=O)(=O)Nc2ccc3c(c2)C(=O)N([C@H](C)CO)C[C@H](C)[C@@H](CN(C)S(=O)(=O)c2cccs2)O3)cc1
 : -3, -13, -0.3, -8, 1, -7, 4, 0.4
C[C@@H]1CN([C@@H](C)CO)C(=O)c2cc(NC(=O)C3CCCCC3)ccc2O[C@@H](C)CCCCO[C@@H]1CN(C)C(=O)Nc1cccc2ccccc12
 : -5, -13, -1.2, -7, -1, -19, 1, -1.1
CSc1ccccc1NC(=O)COC(=O)c1c[nH]c(=O)[nH]c1=O
 : 1, 32, 0.6, -14, -1, 2, 5, -0.2
C[C@@H]1CN([C@@H](C)CO)C(=O)CCCn2nncc2CO[C@H]1CN(C)S(=O)(=O)c1ccc2ccccc2c1
 : 0&-6, 0&-1, 1.1&1.1&-0.7, -1&-4&6, 5&-1&1, -6&4&6, 5&-2&1, -0.4

Molecules from the list above with an aryl thioether with sulfur outside any ring (six):
Sequence of screens – ARNT TACC3 PPI, INS-1E GSIS act, F508del corr, RAD54 branch, ERAP1 HTS inh, RAD52 anneal inh, esBAF inh, Xi reactivation
O=C(O)CSc1ncnc2scc(-c3ccccc3)c12
 : -5, 11, -0.3, 2, 2, -13, 2, 0.5
CC(Sc1nnc(C2CC2)n1N)C(=O)NC1CCCCC1C (configuration not stated)
 : -9, -4, -0.8, -1, -2, 3, -9, 0.0
Cc1ccc(CNC(=O)CSc2nc3ccsc3c(=O)n2Cc2ccc(C(=O)O)cc2)cc1
 : -3, -12, -0.5, nt, -30, -6, nt, 0.0
Cc1ccc(NC(=O)CSc2nsc(SCC(=O)Nc3ccc(C)cc3C)c2C#N)c(C)c1
 : nt, -8, -2.5, nt, 10, -6, nt, 0.0
CCOc1cc(CNn2cnnc2SCC(=O)NC(C)(C)C)ccc1OCC(=O)NC(C)(C)C
 : 1, 3, -3.1, -10, 11, -17, -7, 0.0
CSc1ccccc1NC(=O)COC(=O)c1c[nH]c(=O)[nH]c1=O
 : 1, 32, 0.6, -14, -1, 2, 5, -0.2

More results follow.
Sequence of screens – ARNT TACC3 PPI, INS-1E GSIS act, F508del corr, RAD54 branch, ERAP1 HTS inh, RAD52 anneal inh, esBAF inh, Xi reactivation
COc1ccccc1/C=C/C=N/n1c(-c2ccc(C)cc2)n[nH]c1=S
 : nt, -4, 1.1, nt, -2, 10, nt, -0.1
COc1c2ccoc2c(OC)c2oc(=O)ccc12
 : 13, nt, -0.3, 12, 0, -4, -4, nt
CCOC(=O)N1CCN(C(=O)c2ccc3nc(N4CCC(C)CC4)sc3c2)CC1
 : -2, -22, nt, -2, nt, nt, 58*, nt
CC(=O)NC1c2ccccc2C(=O)N1Cc1ccccc1 (configuration not stated)
 : -2, 2, 0.4, -2, -4, -3, -4, 0.0
COCCn1c(SCC(=O)Nc2ncc(Cl)c(C)c2Cl)nc2ccccc21
 : 1, 21, nt, -9, nt, nt, 8, nt
COc1ccc(CN(C)C[C@@H]2Oc3c(NS(=O)(=O)c4ccc(C)cc4)cccc3C(=O)N([C@H](C)CO)C[C@H]2C)cc1
 : -1, 3, 1.9, -1, 1, 6, -1, -0.1
CCNC(=O)COc1ccc(F)cc1C(=O)c1cnn(-c2ccccc2)c1
 : nt, -10, -0.7, -3, -2, -9, 3, 0.0
O=C(Nc1nc2cc3c(cc2s1)OCO3)c1cccc(N2C(=O)CCC2=O)c1
 : 4, -8, -2.2, -3, 2, -5, 25, 0.1
CC1CCN(c2ccc(NC(=O)c3cccnc3Cl)cc2)CC1
 : nt, -2, 3.6, nt, 9, -8, nt, 0.2
COc1ccc(COc2cc(-c3cccc(OC)c3)nc3ccc(NC(=O)c4ccccc4)cc23)cc1
 : -5, -1, 2.0, 0, 4, -70, -3, 0.0
Cc1ccc(OCC(=O)NCCNC(=O)c2ccc(C)nc2)cc1
 : -3, -3, 0.4, -8, 0, 6, -2, 0.0
CC(=O)c1c(C)[nH]c(C(=O)N2CCN(c3ccccn3)CC2)c1C
 : -2, 6, 0.6, -1, 0, -17, -11, 0.1
O=C(COC(=O)c1ccc[nH]c1=O)Nc1ccc(S(=O)(=O)N2CCCC2)cc1
 : -3, -1, 2.7, nt, nt, -13, nt, 2.7
Cc1noc(C)c1NC(=O)N(C)C[C@H]1Oc2ccc(NC(=O)Nc3ccccc3)cc2C(=O)N([C@@H](C)CO)C[C@H]1C
 : -2, 5, -4.9, 1, -2, -13, -2, 0.5
Cc1ccc(NC(=O)C2CCCN(C(=O)c3ccc(Cl)cc3)C2)cc1 (configuration not stated)
 : -6, -47, -1.6, nt, 0, -9, nt, 0.0
